High-throughput results deposited in PubChem BioAssay by several laboratories.
Anthrax LF prot: inhibitors of Bacillus anthracis lethal factor protease | P15917 | multiplex microsphere protease cleavage assay, LF | inhibition, % at 10 µM | 360,000 compounds, 0.12% hits; note: plate controls were buffer without enzyme for full effect and enzyme alone for no effect
Target sequence (P15917 whole entry, looked up): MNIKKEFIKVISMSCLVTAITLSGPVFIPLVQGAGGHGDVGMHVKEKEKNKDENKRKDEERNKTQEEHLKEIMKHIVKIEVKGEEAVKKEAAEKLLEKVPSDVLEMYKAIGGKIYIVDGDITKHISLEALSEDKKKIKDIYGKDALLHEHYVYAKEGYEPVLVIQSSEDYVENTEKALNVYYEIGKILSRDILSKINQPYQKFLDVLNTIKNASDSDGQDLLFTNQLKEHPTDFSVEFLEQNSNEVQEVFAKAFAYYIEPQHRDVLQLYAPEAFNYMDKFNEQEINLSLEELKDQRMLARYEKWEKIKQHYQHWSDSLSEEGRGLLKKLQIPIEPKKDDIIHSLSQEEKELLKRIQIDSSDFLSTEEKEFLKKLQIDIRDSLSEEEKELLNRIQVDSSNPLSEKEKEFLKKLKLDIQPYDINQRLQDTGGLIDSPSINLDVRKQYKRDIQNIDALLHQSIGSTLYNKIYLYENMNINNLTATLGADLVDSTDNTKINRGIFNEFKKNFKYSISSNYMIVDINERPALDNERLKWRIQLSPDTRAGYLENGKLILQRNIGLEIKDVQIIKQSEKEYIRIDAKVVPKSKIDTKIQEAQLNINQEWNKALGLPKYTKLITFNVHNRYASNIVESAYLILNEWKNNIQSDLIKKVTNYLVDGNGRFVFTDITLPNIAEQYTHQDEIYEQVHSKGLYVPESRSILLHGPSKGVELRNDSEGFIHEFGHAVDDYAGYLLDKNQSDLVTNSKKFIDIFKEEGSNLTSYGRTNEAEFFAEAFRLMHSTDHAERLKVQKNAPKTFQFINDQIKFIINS
BH1578 lux ind: induces V. cholerae light production without autoinducers; V. cholerae BH1578 lux reporter, luminescence, 6 h; activation, % at 18.7 µM; 350,000 compounds, 0.16% hits; AID 588436; in the data active = activation mostly above about 9.7%, no sharp cut-off; note: not every result past the cut was called active; inactives centre near 0; reference of the scale not given here
TcdB GH inh: blocks C. difficile toxin B glycohydrolase activity; inhibition, % at 9.99 µM; TcdB glycohydrolase enzymatic assay, plate reader; 350,000 compounds, 0.24% hits; P18177; AID 652162; in the data active = inhibition above about 10%
BoNT A protease: blocks Botulinum neurotoxin A light chain protease | inhibition, % at 10 µM | 360,000 compounds, 0.17% hits | AID 588499 | multiplex microsphere protease substrate cleavage, flow cytometry; note: plate controls were buffer without enzyme for full effect and enzyme alone for no effect
PfHsp40 rescue: compounds rescuing yeast from Plasmodium falciparum HSP40 toxicity. 340,000 compounds, 0.68% hits. S. cerevisiae expressing PfHsp40, growth rescue, ATP luminescence. growth rescue, % at 12.5 µM; in the data active = growth rescue above about 28%, passing the limit was not always enough;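 note: yeast W303a lacking pdr1 and pdr3 grown in galactose medium; growth measured after three days at 30 °C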
Yp Topo-I inh: blocks Yersinia pestis topoisomerase I activity | Y. pestis Topo-I cleavage product accumulation, plate reader | activity, % at 10 µM | 360,000 compounds, 0.064% hits; in the data active = activity above about 50%, passing the limit was not always enough; note: inactives centre near 2
PriA SSB inh: K. pneumoniae PriA-SSBct interaction inhibition; AlphaScreen SSBct-PriA binding, biotinylated peptide; inhibition, % at 33 µM; 430,000 compounds, 0.6% hits; in the data active = inhibition mostly above about 37%, no sharp cut-off; inactive = mostly below about 20%;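 note: plate controls were negative control peptide for no effect and reference peptide for full effect; strong numbers were not always called active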
3CLpro inhibitor: SARS-CoV 3CLpro protease inhibition; recombinant SARS-CoV 3CLpro, quenched FRET peptide cleavage; inhibition, % at 6 µM; 290,000 compounds, 0.14% hits; AID 1706; in the data active = inhibition above about 12%
VHR inh abs: inhibitors of human VHR1 phosphatase (DUSP3); 290,000 compounds, 0.52% hits; recombinant VHR phosphatase, pNPP absorbance; inhibition, % at 13.3 µM; P51452; in the data active = inhibition above about 50%; note: some compounds called inactive have numbers as strong as hits
Target sequence (P51452 whole entry, looked up): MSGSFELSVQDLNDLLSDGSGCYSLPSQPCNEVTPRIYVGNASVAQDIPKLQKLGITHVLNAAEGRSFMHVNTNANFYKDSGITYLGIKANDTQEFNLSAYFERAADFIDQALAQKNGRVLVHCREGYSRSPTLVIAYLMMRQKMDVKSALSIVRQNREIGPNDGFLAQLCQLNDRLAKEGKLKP
CCHF vOTU inh: CCHFV vOTU protease inhibition | inhibition, % at 11.5 µM | 370,000 compounds, 0.55% hits | AID 651958 | Pep-AMC fluorescence; in the data active = inhibition above about 30%; note: 0% = vehicle wells with enzyme and 100% = no enzyme wells
* hit, by the source's call; i = inactive; · = not tested or not shown. Cut-off read from the data, not from the text of the source, unless noted: active = inhibition above about 30%; inconclusive = no clear call, values can overlap the other calls; inactive = below that. A portion of the library; rates above refer to the full screens.

SMILES	Anthrax LF prot	BH1578 lux ind	TcdB GH inh	BoNT A protease	PfHsp40 rescue	Yp Topo-I inh	PriA SSB inh	3CLpro inhibitor	VHR inh abs	CCHF vOTU inh
COc1ccccc1NC(=O)N1c2ccccc2NC(=O)CC1C (stereo not drawn)	-5	-0.5	0.0	-0.6	-0.1	3	1	0	6	-13
N/C(=N\OC(=O)c1cccc2ccccc12)c1ccccn1	2	-1.0	1.4	1.2	-0.9	1	·	-4	5	-16
COc1ccc(-c2csc(NC(=O)CSc3nnc(Nc4ccccc4C)s3)n2)cc1	6	i	1.2	-1.4	-0.8	-1	2	4	12	-1
NCCc1ccccc1	-3	-0.3	-0.3	-0.6	0.2	0	-2	·	·	-5
CCOC(=O)c1ccc(NC(=O)CSc2nc(C)cc(=O)[nH]2)cc1	0	-5.4	·	0.9	-0.2	0	-1	5	32	·
O=C(NN1CCOCC1)c1ccccc1F	-1	1.9	-0.2	0.4	-0.5	6	7	1	4	-8
Cc1[nH]c2ccc(C(=O)OC(C)C(=O)NCc3ccccc3)cc2c1C (stereo not drawn)	-2	-1.4	0.2	2.5	-1.7	2	-1	·	·	1
Cc1ccc(S(=O)(=O)N2CCOCC2)c(C)c1-n1cnnn1	-4	i	·	-0.6	-0.1	5	-15	-3	3	-8
CC(C)C[C@H]1CN=C(N(C)C)N1CCCCc1ccccc1	0	-0.3	-0.6	-0.4	6.5	-7	2	·	·	8
Nc1nc(CSC(=S)N2CCOCC2)nc(Nc2ccc(F)cc2)n1	1	-0.4	6.2	0.8	-0.3	0	-2	10	7	6
O=C(Nc1ccc(Cl)c(Cl)c1)C1C2C=CC3(O2)C1C(=O)N(CCN1CCCCC1)C3C(=O)NC1CCCCC1 (stereo not drawn)	1	-0.3	2.6	0.1	-0.8	-17	-13	3	-5	2
CC(=O)NC(Cc1c[nH]c2ccccc12)C(=O)N1CCN(S(=O)(=O)c2ccccc2)CC1 (stereo not drawn)	0	i	0.5	-2.9	0.1	-1	-5	·	·	-5
O=c1oc2ccccc2n1CCc1ccccc1	·	-0.3	·	·	-0.4	7	-23	0	-18	-5
O=C(COC(=O)c1cn(-c2ccccc2)nc1-c1cccnc1)NC1CC1	2	·	-0.6	0.2	1.1	3	-6	1	17	17
CC1CN=C(N(C(=O)Nc2ccccc2)c2ccc(S(=O)(=O)N3CCOCC3)cc2)S1 (stereo not drawn)	-4	i	·	-0.2	-0.4	8	-3	-4	8	16
Cc1ccc(Nc2ncnc3sc(C)c(C)c23)cc1	-1	-14	·	-1.0	-2.0	6	-4	5	18	10
CCOC(=O)N1CCN(CCC(=O)c2ccc(Cl)cc2)CC1	-2	-0.6	·	-0.1	-0.1	1	4	0	2	-2
CN(C(=O)CN1C(=O)/C(=C/c2ccc(Cl)cc2)SC1=S)C1CCS(=O)(=O)C1 (stereo not drawn)	0	i	-0.5	-1.0	0.2	-5	7	-1	15	5
c1coc(-c2ccc3nncn3c2)c1	-5	-0.5	-0.3	-1.5	·	-10	·	·	·	9
CN(C)S(=O)(=O)c1ccc2nnn(OCC(=O)NC3CCS(=O)(=O)C3)c2c1 (stereo not drawn)	1	i	0.1	4.1	0.3	-5	-9	·	·	7
CNS(=O)(=O)c1cc(-c2nnc(Nc3ccc(CC(N)=O)cc3)c3ccccc23)ccc1C	18	i	1.8	-4.3	1.6	29	8	0	-12	-4
COc1ccc(NC(C)C(=O)N2CCN(Cc3ccccc3)CC2)cc1 (stereo not drawn)	-7	i	-1.8	-0.2	-1.0	-2	9	-4	6	7
CCc1ccc(N2CC34C=CC(O3)C(C(=O)OC(C)C)C4C2=O)cc1 (stereo not drawn)	-4	-0.2	1.8	-0.1	-1.5	-1	-4	0	12	3
CCN(CC)c1ccc(C(=O)NNC(=O)c2ccc3c(=O)n4c(nc3c2)CCC4)cc1	-2	i	1.1	2.8	-1.1	6	3	·	·	24

For convenience, some entries already given:
SMILES	Anthrax LF prot	BH1578 lux ind	TcdB GH inh	BoNT A protease	PfHsp40 rescue	Yp Topo-I inh	PriA SSB inh	3CLpro inhibitor	VHR inh abs	CCHF vOTU inh
O=c1oc2ccccc2n1CCc1ccccc1	·	-0.3	·	·	-0.4	7	-23	0	-18	-5
O=C(COC(=O)c1cn(-c2ccccc2)nc1-c1cccnc1)NC1CC1	2	·	-0.6	0.2	1.1	3	-6	1	17	17

Next results:
SMILES	Anthrax LF prot	BH1578 lux ind	TcdB GH inh	BoNT A protease	PfHsp40 rescue	Yp Topo-I inh	PriA SSB inh	3CLpro inhibitor	VHR inh abs	CCHF vOTU inh
CC(C)Oc1cccc(C(=O)C2CCCN(Cc3cnc(N4CCCC4)s3)C2)c1 (stereo not drawn)	-3	-1.8	-6.3	2.1	-0.5	31	5	0	19	6
COc1cccc(C(=O)Nc2cc(OC)ccc2NC(=O)c2ccco2)c1	-4	i	-1.2	-0.9	0.9	1	-2	-2	6	6
OCCNc1nc(N2CCN(Cc3ccccc3)CC2)nc2ccccc12	0	i	·	0.9	0.6	6	-5	-3	50	-1
Cc1ccc(C(=O)Nc2cccnc2)cc1S(=O)(=O)N1CCCCC1	-3	-0.4	-0.4	-1.9	-0.3	13	-20	2	11	8
O=C(CCC(=O)NNC(=O)COc1ccc(Br)cc1Br)NCc1ccccc1	-5	-0.3	0.6	-0.5	-1.4	7	-6	5	16	19
CCNc1nc(Nc2ccc(C)c(Cl)c2)c2cnn(C)c2n1	-1	i	4.3	-3.1	-0.8	-1	-15	5	9	4
COc1ccc(S(=O)(=O)NC(=O)C2(C)CCN2C(=O)C2(c3ccccc3)CCCC2)cc1 (stereo not drawn)	3	i	-1.0	-0.5	·	3	·	·	·	2
CCOC(=O)c1ccc2c(c1)NC(=O)C(N1CCN(c3ccc(OC)cc3)CC1)S2 (stereo not drawn)	-8	-0.2	-0.1	-0.3	0.0	1	1	7	38	0
CC(OC(=O)c1ccccc1)C(=O)NCc1ccco1 (stereo not drawn)	·	i	0.0	·	-0.6	6	-6	·	·	7
NS(=O)(=O)c1ccc(CNC(=O)/C=C/c2ccc(Cl)c(Cl)c2)cc1	2	-0.4	2.2	0.1	3.6	3	7	5	18	5
CCOC(=O)C[C@H]1c2ccccc2S(=O)(=O)N1c1cccc(OC)c1	0	i	4.0	0.3	-0.4	8	2	·	·	-4
O=C(NC1=NCCS1)c1cccc(S(=O)(=O)N2CCOCC2)c1	2	i	-1.0	-0.3	0.1	2	-2	·	·	-2
COc1cccc(OC)c1C(=O)Nc1cc(C)on1	1	-0.1	·	0.2	1.2	-8	2	-1	15	10
COc1ccc(Cl)cc1C(=O)NCc1ccco1	-3	-1.0	1.3	0.3	-0.5	-4	-5	6	-9	3
Cc1[nH]c(C)c(S(=O)(=O)NCc2ccco2)c1C(=O)N1CCCCC1	-4	0.5	4.5	1.3	-0.8	-4	5	-3	7	-14
CC(CC(=O)Nc1ccc(Cl)c(S(=O)(=O)N2CCOCC2)c1)c1ccccc1 (stereo not drawn)	-1	i	0.5	0.3	-0.1	20	-15	·	·	-7
CN(C)C=Nc1ncc2c([nH]c3ccccc32)c1C#N	-3	i	·	0.5	1.0	-5	2	-3	7	9
CN(Cc1ccccc1)S(=O)(=O)c1ccc(Cl)c(C(=O)NCc2ccc3c(c2)OCO3)c1	0	-0.3	·	-0.1	0.0	4	-3	-1	-7	8
O=C1Nc2ccccc2/C1=N\c1sc2c(c1C(=O)Nc1ccccc1)CCCC2	-12	·	·	-1.1	-0.8	-6	·	-7	-5	-4
CCN1C(=O)c2ccccc2Sc2ccc(C(=O)NC(C)C)cc21	-3	0.5	0.8	3.1	-0.6	-2	1	0	-2	-6
CCN(CC)CCNCc1nc2ccccc2c(=O)n1-c1ccc(F)cc1	0	-1.0	-11	-0.3	-0.2	3	4	2	5	13
Cc1cccc(OC(=O)c2ccc3nccnc3c2)c1	-2	5.6	·	-0.5	0.9	0	1	3	-36	0
COc1ccc(NC(=S)NNC(=O)Cn2nc(C(F)F)cc2C(F)F)cc1	-2	-0.4	0.3	0.0	0.4	-10	-1	-6	-2	-8
COc1ccc(CCC(=O)NNC(=O)c2cc(Cl)ccc2OC)cc1OC	18	-0.3	0.2	-6.0	0.0	1	0	-6	19	10
C=CCn1c(O)c(C=Nc2ccc(F)cc2)c(=O)[nH]c1=O	·	2.3	0.4	·	-2.0	3	-16	0	-10	-1
O=C(c1cn(-c2ccccc2)nc1-c1cccs1)N1CCN(c2ccccc2)CC1	0	-0.3	·	-1.2	-0.7	8	10	-7	-2	·
Cc1ccc(-c2csc3nc(C(C)C)oc(=O)c23)c(C)c1	10	-0.4	-0.4	-1.2	-1.1	8	0	3	-9	1
O=C1OCC2=C1C(c1ccc(F)cc1)c1cc3c(cc1N2)OCO3 (stereo not drawn)	-9	-2.1	·	-0.4	1.3	-2	-18	-7	-2	-32
CCc1c(C)nc2c(-c3ccccc3)c[nH]n2c1=O	-2	i	-0.9	-9.1	-1.2	4	-14	-6	0	-3
CCOC(=O)Nc1ccc2c(c1)N(C(=O)CN(C)C)c1ccccc1CC2	-10	i	1.5	-0.6	-0.7	-7	-2	-3	29	0
Cc1ccc2nc(N(CCN3CCOCC3)C(=O)CCS(=O)(=O)c3ccccc3)sc2c1	-2	-0.3	0.8	-1.3	-1.7	18	16	·	·	3
CCOc1ccc(-c2nc(-c3cccnc3)no2)cc1	0	i	·	0.0	3.7	-2	-10	2	27	3
Cc1ccc(C)c(NC(=O)COc2coc(CN3CCc4ccccc43)cc2=O)c1	0	5.6	1.9	1.7	0.1	9	15	·	·	-1
CN1CCN(C(=O)c2ccc3c(=O)n(CCc4ccccc4)c(=S)[nH]c3c2)CC1	-5	i	·	-1.3	-1.5	3	-13	2	·	4
Cc1cc(Cl)ccc1OCCCC(=O)OCC(=O)c1c(N)n(C)c(=O)n(C)c1=O	1	-0.4	0.3	0.0	-0.1	12	-8	8	-13	-2
CC1CCCC(C)N1CC(O)COCC1COc2ccccc2O1 (stereo not drawn)	0	i	·	-0.2	-1.5	7	2	-5	55*	13
Cc1ccc([C@@H]2[C@@H]3C(=O)N(C)C(=O)[C@@H]3[C@]3(Cc4ccccc4)C(=O)N(Cc4ccccn4)CC(=O)N23)o1	-1	1.5	-0.6	0.4	-0.7	0	-4	-2	-14	14
Cc1cccc(N(C(=O)CCC(=O)Nc2ccccn2)C(C(=O)NC(C)C)c2ccc(F)cc2)c1 (stereo not drawn)	-1	i	-0.5	-0.8	-0.5	14	-12	5	31	-17
CCCOc1ccc(C(=O)Nc2cc(S(=O)(=O)N3CCOCC3)ccc2N2CCN(CC)CC2)cc1OC	-3	-2.3	2.9	1.1	-1.5	19	-3	·	·	-7
Oc1ccc(/C=N/n2c3ccccc3c3ccccc32)cc1	-12	i	·	0.0	1.2	-32	·	-3	-2	-3
O=C(NC(=O)c1c(Cl)cccc1Cl)Nc1ccc(Oc2cccnc2)nc1	-6	-1.4	0.6	0.7	2.6	2	-5	7	16	5
COc1ccc(NS(=O)(=O)c2cccc(-c3nnc4n3CCCCC4)c2)cc1	0	3.4	·	0.0	3.1	9	5	4	24	11
O=c1c(Cl)c(N2CCN(S(=O)(=O)c3ccccc3)CC2)cnn1-c1ccccc1	-4	3.1	·	-0.6	1.1	5	-4	2	5	-15
O=C(NCc1ccc(F)cc1)c1ccc(CS(=O)(=O)Cc2ccc(F)cc2)o1	-5	i	·	-0.6	0.9	5	1	4	29	-11
CCC(c1nnnn1Cc1ccc(F)cc1)N1CCN(C)CC1 (stereo not drawn)	3	-0.5	2.7	-0.3	1.1	-8	4	1	27	-11
